Compound activity deposited in PubChem BioAssay by National Center for Advancing Translational Sciences (NCATS).
EPAC2 ag = EPAC2 (human) agonism | actives 0.079% (n = 360,000) | Potency, µM (highest dose often 154 µM), without a hit: at the top dose activation, most hits filed as activators | EPAC2 activation, biochemical qHTS; response scale: 100% = 6.5 mM cAMP response; note: nearly all actives have a fitted effect of over 50% in size
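Each well held 100 nM EPAC2, 250 nM RAP1B-BODIPY-GDP and 50 uM GDP. Fluorescence, read at 5-min intervals to 30 min, was referenced to a 6.5 mM cAMP positive control.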
EPAC1 antag = antagonists of human EPAC1. actives 0.14% (n = 360,000). Potency, µM (series often up to 115 µM), for inactives: top-dose activity change, negative = inhibition, actives largely listed as inhibitors. EPAC1 GEF assay, Rap1b-BODIPY-GDP exchange fluorescence;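 note: plate controls were vehicle for no effect and positive control for full effect; nearly all actives have a fitted effect of over 50% in size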
Target sequence (O95398 whole entry, looked up): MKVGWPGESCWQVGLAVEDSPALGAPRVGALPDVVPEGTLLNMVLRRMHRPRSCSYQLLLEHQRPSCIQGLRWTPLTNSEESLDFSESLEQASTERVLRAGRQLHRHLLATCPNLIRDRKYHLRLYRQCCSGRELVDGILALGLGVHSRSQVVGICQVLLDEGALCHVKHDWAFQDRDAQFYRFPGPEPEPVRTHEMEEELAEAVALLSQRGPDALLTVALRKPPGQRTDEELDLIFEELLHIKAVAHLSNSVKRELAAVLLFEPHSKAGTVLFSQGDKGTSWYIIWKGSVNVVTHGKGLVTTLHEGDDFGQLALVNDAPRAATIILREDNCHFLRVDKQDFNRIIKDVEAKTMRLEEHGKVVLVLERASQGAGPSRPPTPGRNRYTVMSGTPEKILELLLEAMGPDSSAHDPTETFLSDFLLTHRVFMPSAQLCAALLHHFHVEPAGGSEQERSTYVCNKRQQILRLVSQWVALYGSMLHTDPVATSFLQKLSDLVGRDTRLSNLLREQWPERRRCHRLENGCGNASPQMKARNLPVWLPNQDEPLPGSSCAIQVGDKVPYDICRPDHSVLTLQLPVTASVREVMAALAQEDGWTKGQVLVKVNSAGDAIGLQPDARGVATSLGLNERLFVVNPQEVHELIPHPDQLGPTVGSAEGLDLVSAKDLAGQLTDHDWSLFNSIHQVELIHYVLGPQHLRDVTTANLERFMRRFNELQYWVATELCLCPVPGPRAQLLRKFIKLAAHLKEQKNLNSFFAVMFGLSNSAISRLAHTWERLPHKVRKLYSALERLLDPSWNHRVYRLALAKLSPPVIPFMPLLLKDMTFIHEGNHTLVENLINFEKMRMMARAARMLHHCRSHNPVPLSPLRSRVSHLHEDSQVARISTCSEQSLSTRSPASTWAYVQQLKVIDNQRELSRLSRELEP
FUS suppressor = FUS proteinopathy suppression in yeast; S. cerevisiae FUS-expressing, growth rescue, OD600, 24 h; Potency, µM (doses to about 76.6 µM), for inactives: at the top dose growth rescue (activation), hits mostly activators; actives 0.24% (n = 390,000); AID 1347120;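 note: plate controls were DMSO vehicle for no effect and reference control for full effect; nearly all actives have a fitted effect of over 55% in size; some results filed as inactive show a strong effect at the top dose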
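Steps: raffinose overnight preculture; dilution to OD 0.005 in 2% galactose minimal medium; compound addition (concentration series); 24hr at 30C, 99% humidity; absorbance read at 600 nm.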
EPAC2 antag = EPAC2 (human) antagonism; EPAC2 GEF exchange of Rap1B-BODIPY-GDP, fluorescence; actives 0.18% (n = 360,000); AID 720708; Potency, µM (highest dose often 114 µM), for inactives: at the highest dose activity, negative = inhibition, actives largely listed as inhibitors; note: % is set by controls: 0 for no effect and ±100 for the full control effect; nearly all actives have a fitted effect of over 45% in size; many of its hits are not listed in these tables
PTHR1 ag = activates the human parathyroid hormone receptor PTHR1; Q03431; HEK293 GP2 PTHR1 cells, GloSensor cAMP luminescence, 1 h; Potency, µM (titrated, usually from 115 µM), without a hit: at the top dose activation, hits mostly activators; actives 0.075% (n = 410,000); note: nearly all actives have a fitted effect of over 55% in size; some results filed as inactive show a strong effect at the top dose; inactives centre near -15; many of its hits are not listed in these tables
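HEK-293-derived GP2 cells expressing PTHR1 and a GloSensor cAMP reporter, 3,000/well, plated overnight, given luciferin plus IBMX (each 0.5 mM as added) for 1 h at 37 °C, then compound for 1 h at 37 °C. Luminescence was read after 15 min at room temperature.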
EPAC1 ag = agonists of human EPAC1; O95398; EPAC1 agonist qHTS, biochemical assay; response scale: 100% = response to 6.5 mM cAMP; Potency, µM (series often up to 154 µM), for the others: at the top dose activation, actives largely listed as activators; actives 0.073% (n = 360,000); AID 720707; note: nearly all actives have a fitted effect of over 60% in size
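Normalized to 6.5 mM cAMP, activity reflects EPAC1-catalysed release of BODIPY-GDP from Rap1B, followed kinetically over 30 min at 480 nm excitation, 540 nm emission. Reaction contained 100 nM EPAC1, 250 nM Rap1B-BODIPY-GDP, 50 uM GDP.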
aSyn rescue = rescues yeast growth from alpha-synuclein toxicity; Yeast expressing alpha-synuclein, growth rescue, BacTiter-Glo, 24 h; actives 0.14% (n = 370,000); AID 652106; Potency, µM (top dose mostly 46.1 µM), inactives show at the top dose growth rescue (activation), actives largely listed as activators; note: % of control where 0% means no effect; nearly all actives have a fitted effect of over 65% in size
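Rescue of yeast growth: cells expressing toxic alpha-synuclein, induced in galactose at OD600 0.02, incubated with compound 24 h at 30 C. ATP luminescence quantified growth; inhibitors of toxicity appear as activators.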
TDP43 rescue = inhibitors of TDP-43 toxicity in yeast; TDP-43 expressing yeast growth rescue, BacTiter-Glo, 24 h; actives 1.8% (n = 410,000); Potency, µM (titrated, usually from 46.1 µM), inactives show at the highest dose growth rescue (activation), usual class: activators; note: % of control where 0% means no effect; nearly all actives have a fitted effect of over 50% in size
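Yeast expressing TDP-43 (pregrown in raffinose, seeded at OD600=0.02 in galactose medium) exposed to compounds 24 hr at 30 deg C. Growth read by BacTiter-Glo luminescence; rescue of toxicity appears as increased signal.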
Active calls of the source: *; i = inactive; u = inconclusive; x = not tested or not shown; [ ] = another dose, or the depositor's remark. Calls come from the whole dose curve; as a rule, active = well fitted curve in the direction sought with a large enough effect; inconclusive = small, poorly fitted or top-dose-only effect, or another doubt; inactive = no such curve, though single readings can be large; an effect the other way counts as inactive or inconclusive. Potency is the fitted concentration of half-maximal effect.

Screens in order – EPAC2 ag, EPAC1 antag, FUS suppressor, EPAC2 antag, PTHR1 ag, EPAC1 ag, aSyn rescue, TDP43 rescue
> CC(=O)Nc1sc(C)c(C)c1C(=O)OCC(=O)N(C)c1c(N)n(Cc2ccccc2)c(=O)[nH]c1=O
    3%, -6%, 9%, 4%, i, 3%, 2%, 21%
> CCC(C)NC(=O)CCCc1ccccc1 (centres undefined)
    7%, 0%, -27%, -1%, -12%, 3%, -1%, -1%
> Cc1ccc(S(=O)(=O)N2C(=O)C(c3ccccc3)SC2=Nc2ccccc2)cc1 (centres undefined)
    1%, 1%, 6%, 4%, i, -2%, -30%, 5%
> O=C(Nc1ncc(Cc2cccc(Cl)c2Cl)s1)c1ccc([N+](=O)[O-])cc1
    9%, -1%, 15%, -2%, -26%, -3%, -9%, 9%
> CCOC(=O)c1c(C)nc2c(c1C)/C(=N/O)CC(C)(C)C2
    3%, -10%, 24%, -3%, -83%[inhibitor], -2%, 0%, -11%
> CN(C(=O)Cn1cnc2ccccc2c1=O)C1CCS(=O)(=O)C1 (centres undefined)
    4%, -2%, -7%, -6%, i, -2%, 1%, 13%
> CCN1CCN(CCNC(=O)c2ccc(/C=C3/Sc4ccccc4N(Cc4ccccc4C)C3=O)cc2)CC1
    10%, u, u, -23%, -29%, 11%, -13%, 4%
> Cc1cccc(NS(=O)(=O)c2cnc(Cl)c(Br)c2)n1
    5%, -1%, x, -4%, -14%, -10%, -3%, -3%
> N=C1/C(=C\c2coc3ccc(O)cc3c2=O)C(=O)N=C2SC=CN12
    63µM*, 116%[activator], 11%, 236%[activator], -18%, 89µM*, -3%, -9%
> COc1cccc(NC(=O)CN(C)CC(=O)Nc2ccc(Br)cc2)c1
    3%, -2%, 9%, -2%, i, -3%, -1%, 21%
> CC(=O)Nc1sc2c(c1-c1nc3ccccc3s1)CCN(C(C)C)C2
    63µM*, 15%, -14%, 36%[activator], -10%, 16%, 9%, -7%
> CC(=O)c1c(C)[nH]c(C(=O)Nc2cc(S(=O)(=O)N(C)C)ccc2C)c1C
    -7%, 18%, -5%, -3%, -29%, -10%, -3%, 9%
> O=C(CSc1ncn[nH]1)c1ccc(OC(F)F)cc1
    -5%, 12%, 11%, 13%, i, -2%, 1%, -18%
> COc1ccc(N2C(=O)CC(NNC(=O)c3ccco3)C2=O)cc1 (centres undefined)
    4%, u, 24%, 2%, 5%, 5%, -6%, -4%
> COCCCNCCCOc1ccc(Cl)cc1Br
    9%, -1%, u, -8%, u, -1%, x, -23%
> Nc1c(C(=O)CSc2nnc(-c3ccccc3F)o2)c(=O)[nH]c(=O)n1C1CC1
    7%, -19%, -17%, 9%, i, 14%, 2%, 18%
> COc1cccc(-n2nnc3c(=O)n(Cc4cccc(F)c4)cnc32)c1
    8%, -3%, 2%, 7%, -52%[inhibitor], 14%, 1%, -12%
> O=[N+]([O-])c1ccc(S(=O)(=O)Nc2ccc3c(c2)OCCO3)cc1
    8%, -29%, -1%, 4%, -14%, 2%, -3%, 13%
> COc1cccc(NC(=O)N(C)C[C@@H]2Oc3ncc(Br)cc3C(=O)N([C@@H](C)CO)C[C@H]2C)c1
    11%, -15%, -5%, 7%, -15%, -13%, -5%, 16%
> CC1CC(C)CN(C(=O)CCn2c(=O)oc3ccccc32)C1 (centres undefined)
    5%, -5%, -25%, -6%, i, 12%, 4%, 23%
> O=C(CC(c1ccco1)C1CCCCC1=O)c1ccccc1 (centres undefined)
    4%, 8%, 12%, 2%, i, -1%, 0%, 0%
> O=C(C1CCN(S(=O)(=O)c2ccccc2)CC1)N1CCCCC1
    -7%, 6%, -1%, 7%, i, -2%, 0%, 8%
> Cc1nnc(NC(=O)CCn2cnc3ccccc3c2=O)s1
    10%, 10%, -12%, -4%, i, 8%, 1%, 12%
> CCOc1cc([N+](=O)[O-])c2nc(N)sc2c1
    1%, -4%, 8%, -4%, i, -2%, -17%, 9%
> CC(=O)Nc1ccc(N(C(=O)CNC(=O)c2ccco2)C(C(=O)NC2CCCC2)c2ccco2)cc1 (centres undefined)
    -3%, 2%, 6%, -3%, -16%, -5%, 10%, -13%
> O=C(NC1c2ccccc2Oc2ccccc21)c1ccc([N+](=O)[O-])cc1
    -1%, -1%, 6%, 3%, -5%, 9%, 2%, -12%
> CC1(C)Cc2c(c(N3CCOCC3)nc3sc4c(=O)[nH]cnc4c23)CS1
    -20%, 14%, 2%, 11%, -1%[57.5 µM], -2%, -1%, 4%
> O=C(CN1C(=O)/C(=C\C=C\c2ccccc2)SC1=S)Nc1ccc(F)cc1
    -3%, -4%, x, 0%, i, 4%, 2%, 19%
> O=C(Nc1cccc(NC(=O)c2ccc(-c3ccc(Br)cc3)o2)c1)c1ccco1
    16%, -25%, 24%, 8%, -24%, 10%, x, 18%
> CC(=O)Nc1cccc(OCc2ccc(F)cc2)c1
    3%, -15%, 2%, -13%, i, -6%, 1%, -7%[9.22 µM]
> CN(C)S(=O)(=O)c1cccc(COC(=O)c2ccc3c(c2)OCO3)c1
    9%, -25%, 17%, 0%, -21%, 4%, -4%, x
> Cc1cc(NC(=O)C2CC(c3c(F)cccc3Cl)=NO2)n(-c2ccccc2)n1 (centres undefined)
    6%, 2%, 20%, -10%, -22%, -2%, 14%, 23%
> COc1ccc(CN2C[C@@H](CO)O[C@@H](n3cnc4c(NCCCO)ncnc43)C2)cc1
    7%, 10%, -12%, 11%, i, -9%, 3%, 21%
> O=C(NS(=O)(=O)Nc1ccc(Cl)cc1)c1c[nH]c2ccccc12
    -4%, 0%, -16%, -13%, -23%, 17%, 4%, 1%
> COC(=O)C1=C(C)NC(C)=C(C(=O)OC)C1c1ccc(OC(=O)c2oc3ccccc3c2C)c(OC)c1
    18%, -21%, 7%, -4%, -1%, 18%, 3%, 15%
> O=S(=O)(c1cc(C(F)(F)F)ccc1Cl)N1CCN(c2ccccn2)CC1
    11%, -4%, -8%, -10%, -40%[inhibitor], 0%, 0%, u
> CN=C(c1ccccc1)c1c(C)cccc1C
    -3%, 1%, x, 2%, i, -3%, -11%, 18%
> CCn1c(SCC(=O)N2CCCCC2C)nnc1-c1ccc(S(=O)(=O)N2CCN(C)CC2)cc1 (centres undefined)
    6%, -2%, 13%, -2%, i, 0%, -4%, -22%
> Cc1ccc(Nc2nc(C(=O)NCc3ccco3)cs2)cc1
    19%, 6%, 3%, -6%, -29%, 8%, -2%, u
> CC(=O)Nc1ccc(NC(=O)C(c2ccccc2)c2ccccc2)cc1
    7%, 11%, 4%, 5%, -42%[inhibitor], 4%, 6%, 7%

The closing 7 records of the section before open the next one.
Screens in order – EPAC2 ag, EPAC1 antag, FUS suppressor, EPAC2 antag, PTHR1 ag, EPAC1 ag, aSyn rescue, TDP43 rescue
> O=C(NS(=O)(=O)Nc1ccc(Cl)cc1)c1c[nH]c2ccccc12
    -4%, 0%, -16%, -13%, -23%, 17%, 4%, 1%
> COC(=O)C1=C(C)NC(C)=C(C(=O)OC)C1c1ccc(OC(=O)c2oc3ccccc3c2C)c(OC)c1
    18%, -21%, 7%, -4%, -1%, 18%, 3%, 15%
> O=S(=O)(c1cc(C(F)(F)F)ccc1Cl)N1CCN(c2ccccn2)CC1
    11%, -4%, -8%, -10%, -40%[inhibitor], 0%, 0%, u
> CN=C(c1ccccc1)c1c(C)cccc1C
    -3%, 1%, x, 2%, i, -3%, -11%, 18%
> CCn1c(SCC(=O)N2CCCCC2C)nnc1-c1ccc(S(=O)(=O)N2CCN(C)CC2)cc1 (centres undefined)
    6%, -2%, 13%, -2%, i, 0%, -4%, -22%
> Cc1ccc(Nc2nc(C(=O)NCc3ccco3)cs2)cc1
    19%, 6%, 3%, -6%, -29%, 8%, -2%, u
> CC(=O)Nc1ccc(NC(=O)C(c2ccccc2)c2ccccc2)cc1
    7%, 11%, 4%, 5%, -42%[inhibitor], 4%, 6%, 7%
> COc1ccc(N2C(=O)CC(Sc3nccc(C)n3)C2=O)c(OC)c1 (centres undefined)
    2%, -8%, -37%, -7%, i, -4%, 7%, 5%
> COC(=O)CNC(=O)CCC(=O)N1CCN(C(c2ccccc2)c2ccccc2)CC1
    8%, 8%, 8%, 9%, -25%, 4%, -1%, -1%
> CCOC(=O)Cc1csc(NC(=O)Nc2ccccc2)n1
    -9%, 4%, 13%, 4%, -32%[inhibitor], 4%, 1%, 2%
> O=S(=O)(c1ccc(Cl)cc1)N1CCC(O)(CN2CCN(Cc3ccccc3)CC2)CC1
    6%, -17%, 23%, 1%, -5%, -1%, 1%, -3%[9.22 µM]
> Cc1cccc(/C=C/c2onc(C)c2S(=O)(=O)N2CCC(C(=O)NC(C)(C)C)CC2)c1
    -6%, u, 7%, -7%, -15%, -11%, -1%, 18%
> Cn1c(SCC(=O)NC2CCCCC2)nnc1-c1ccccn1
    8%, -3%, 1%, 3%, i, 7%, 0%, 5%
> O=C(Nc1ccc(F)cc1F)NC1CCN(S(=O)(=O)c2ccc(F)cc2)CC1
    1%, -15%, 10%, -9%, -7%, -2%, 1%, 0%[9.22 µM]
> O=C(CNc1cccc2ccccc12)N/N=C/c1ccc(OC(=O)/C=C/c2ccco2)cc1
    1%, -9%, 16%, 3%, -10%, -7%, 6%, -17%[0.397 µM]
> CC(NC(=O)Nc1ccccc1F)C(C)(C)C (centres undefined)
    2%, -12%, 2%, 1%, i, -3%, -4%, 20%
> O=C1C=C(c2ccccc2)C[C@H](c2cccs2)[C@H]1n1cnc([N+](=O)[O-])c1
    4%, -2%, 14%, -10%, -14%, 9%, 9%, 22%

These rows are one share of the data; the hit share may differ from the screen's.
